Screening data: PubChem, several laboratories
P. falciparum M1AAP – P. falciparum M1AAP inhibitors, biochemical, fluorogenic H-Leu-NHMec substrate, 1536-well (AID 1445); one-dose inhibition, % at 30 µM; IC50 in µM for titrated hits; recombinant M1AAP, H-Leu-NHMec fluorogenic kinetic assay; higher % means a stronger effect; hit rate 0.42% among 220,000;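 active = primary inhibition above the hit cutoff, then over 50% inhibition at one or more dose response concentrations, cut at about 23% in these data, passing the limit was not always enough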;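 note: plate controls were DMSO full reaction for no effect and no enzyme background for full effect; strong numbers were not always called active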
PMI inhibitors – inhibitors of human PMI, primary screen, biochemical, fluorescence intensity, coupled assay (AID 1209). hit rate 0.42% among 190,000. one-dose inhibition, % at 20 µM; IC50 in µM for titrated hits. purified PMI enzyme, coupled fluorescence intensity; higher % means a stronger effect;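 note: plate controls were DMSO vehicle for no effect and wells lacking substrate for full effect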
LYP phosphatase – inhibitors of LYP phosphatase, biochemical, fluorescence intensity, uHTS (AID 1779); recombinant LYP phosphatase, fluorescence intensity; higher % means a stronger effect; inhibition, % at 11.5 µM, or IC50 in µM where a hit was titrated; hit rate 0.054% among 290,000;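 note: plate controls were vehicle with enzyme for no effect and no enzyme for full effect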
XIAP displacement – XIAP antagonists, biochemical, IAP family, fluorescence polarization (AID 1018) | XIAP BIR domain, fluorescence polarization peptide displacement; higher % means a stronger effect | one-dose displacement, % at 20 µM; IC50 in µM for titrated hits | hit rate 0.007% among 200,000; in the data active = displacement above about 50%; note: a part of the inactive calls stands beside numbers as strong as those of hits
Dynein transport – dynein cargo transport inhibition | 3617.4 mouse cells, GR-EGFP nuclear translocation imaging; test concentration mostly 20 µM; stimulated with dexamethasone, 1 µM; stronger effect = lower value | z-score, hits read low | hit rate 0.47% among 220,000;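 active = plate z-score of nuclear minus cytoplasmic receptor signal below a set negative limit, without overly bright fluorescence or cell loss, cut at about -3.5 in these data, passing the limit was not always enough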;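 note: z-score of nuclear minus cytoplasmic ring GR-EGFP intensity difference per well; some compounds called inactive have numbers as strong as hits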
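Also added – dexamethasone, 1.0 µM final · Buffer or medium – tet-free, stripped-serum medium · Schedule – induction 48 h, compound 1 h, agonist 30 min · Detection – formaldehyde fixation, Hoechst nuclear stain, 10x automated fluorescence imaging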
AID2073 – disruptors of CaV2.2 binding to Mint1 – biochemical, HTRF (AID 2073) | HTRF protein-protein interaction, Mint1-CaV2.2; higher % means a stronger effect | inhibition, % at 20 µM, or IC50 in µM where a hit was titrated | hit rate 0.19% among 290,000; in the data active = inhibition mostly above about 51%, no sharp cut-off; note: some results filed as inactive read as strong as hits
human PMI inhibitors – human PMI inhibitors, high substrate, primary screen, biochemical, fluorescence intensity, high mannose 6-phosphate (AID 1220); inhibition, % at 20 µM, or IC50 in µM where a hit was titrated; hit rate 0.66% among 190,000; recombinant PMI enzyme, coupled fluorescence intensity; higher % means a stronger effect
P. falciparum M17LAP – P. falciparum M17LAP inhibitors, primary screen, biochemical, fluorogenic H-Leu-NHMec substrate, 1536-well (AID 1619); hit rate 0.38% among 220,000; one-dose inhibition, % at 30 µM; IC50 in µM for titrated hits; recombinant M17LAP, H-Leu-NHMec fluorogenic kinetic assay; higher % means a stronger effect;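 active = compound inhibiting the enzyme by more than half at any dose during confirmatory dose-response retesting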;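 note: plate controls were full reaction with DMSO carrier for no effect and no enzyme background for full effect; strong numbers were not always called active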
Siah-1 displacement – Siah-1 peptide-binding antagonists, primary screen, biochemical, fluorescence polarization, rhodamine-plectin, uHTS (AID 1817) | Siah-1 / rhodamine-plectin peptide fluorescence polarization; higher % means a stronger effect | displacement, % at 20 µM; hits with a dose series show IC50 in µM | hit rate 0.02% among 290,000;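 active = displacement of at least 50% at 20 µM, with a fluorescence ratio check between 0.3 and a set limit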;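 note: plate controls were Siah plus tracer with DMSO for no effect and tracer alone without Siah for full effect; strong numbers were not always called active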
Dynein transport cytoplasmic EGFP – recorded beside Dynein transport, whose call it bears; z-score; measured here: cytoplasmic GR-EGFP intensity; stronger effect = higher value
Dynein transport nuclear GR-EGFP – second read-out of Dynein transport, no call of its own (marks repeat the call); z-score; measured here: nuclear GR-EGFP intensity;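 lower value marks the stronger effect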
Dynein transport cell count – further read-out of Dynein transport, marked with its call; z-score; measured here: cell count per field
The depositor's hits bear a star; . = no result given. Cut-off read from the data, not from the text of the source, unless noted: active = inhibition above about 50%; inactive = the rest. Compounds as they come; any-hit rate near 2.1%.

SMILES | P. falciparum M1AAP | PMI inhibitors | LYP phosphatase | XIAP displacement | Dynein transport | Dynein transport cytoplasmic EGFP | Dynein transport nuclear GR-EGFP | Dynein transport cell count | AID2073 | human PMI inhibitors | P. falciparum M17LAP | Siah-1 displacement
COc1cc(/C=C2/C(C)=C(C#N)c3nc(N)c(C#N)c(C)c32)ccc1OCC(=O)O | 8% | 4% | -3% | -21% | 0.011 | -0.25 | 0.13 | 0.058 | 33% | 51%* | 50% | -2%
Cc1nc(SCC(=O)c2ccc(F)c(F)c2)[nH]c(=O)c1Oc1ccc(Cl)cc1 | -2% | . | -4% | . | -1 | -0.29 | -0.69 | 1.5 | 0% | . | 0% | 3%
Cc1cc(C(=O)NCc2ccc(S(N)(=O)=O)cc2)c(C)o1 | 0% | 8% | -9% | -3.8% | 0.57 | -0.22 | 0.29 | 0.22 | 8% | 0% | -5% | 4%
Cc1cccc(NC(=S)NCc2ccc3c(c2)cc(C)n3C)c1C | -3% | -7% | 7% | -5.9% | 0.28 | -0.29 | 0.77 | -0.45 | 36% | -6% | -5% | -5%
CCOC(=O)/C(C#N)=C1\C(=O)N(Cc2ccccc2)c2ccccc21 | 0% | . | -1% | . | -0.0032 | -0.14 | 0.024 | -0.2 | 2% | . | 11% | 1%
Cc1cccc(OCCCC(=O)Nc2ccc(N3CCCCC3)cc2)c1 | 2% | 7% | -2% | -1.7% | 0.87 | -0.22 | -0.048 | 0.11 | -8% | 10% | 2% | 4%
Cc1ccc(NC(=O)COC(=O)CCNS(=O)(=O)c2ccc(C)c(C)c2)cc1 | 1% | 26% | -4% | -29% | -0.026 | -0.13 | -0.24 | -0.041 | -12% | 18% | -4% | 2%
CCCN1CNc2c(c(=O)[nH]c(=S)n2-c2ccccc2Cl)C1 | -1% | 8% | -7% | -6.0% | 0.9 | -0.31 | 0.15 | 0.19 | -17% | 6% | 10% | 3%
CCC(C)(C)NC(=O)C(c1ccc(F)cc1)N(Cc1ccccc1)C(=O)c1cnccn1 (stereo unspecified) | -2% | 2% | 2% | -7.1% | 0.42 | -0.32 | -0.079 | -0.48 | -19% | 3% | -5% | -3%
N#CCSc1nnc(-c2ccccc2O)n1Cc1ccccc1 | 5% | -2% | -1% | -3.8% | -0.65 | -0.21 | 0.33 | 0.88 | 4% | 0% | 7% | -2%
O=C(NNC(=S)Nc1ccc(Cl)cc1Cl)c1ccc(N2CCOCC2)c([N+](=O)[O-])c1 | -9% | 18% | 1% | -7.8% | 0.029 | -0.025 | 0.31 | -0.17 | 18% | 6% | 9% | -6%
Cc1cccn2cc(-c3cccc(NC(=O)c4cccs4)c3)nc12 | 4% | 2% | -3% | -1.0% | 0.3 | -0.15 | 0.14 | -0.79 | 22% | 10% | -1% | 2%
CS(=O)(=O)N1CCN(C(=S)NCc2ccc(Cl)cc2)CC1 | 3% | -8% | -3% | -2.0% | -0.61 | -0.3 | -0.2 | 0.54 | -8% | 1% | -6% | 11%
CCC(=O)N(CC(=O)Nc1sc(C)c(C)c1C(N)=O)C1CCCC1 | 4% | 0% | -3% | -12% | -0.69 | -0.34 | -0.3 | 1.2 | -9% | 9% | -2% | 2%
COc1ccc(C(=O)Nn2cc3c(c2-c2ccccc2)c(=O)n(C)c(=O)n3C)cc1 | 10% | 8% | -5% | 35% | -0.34 | -0.23 | -0.4 | -0.66 | -2% | 9% | 5% | 1%
Cc1cccc(/C(N)=N/OC(=O)CCc2ccccc2)c1 | 0% | -4% | -2% | -6.5% | 0.4 | -0.25 | -0.011 | 0.86 | 4% | 5% | -6% | 2%
CCCC[C@@H]1CNC(=S)N1CCc1cccc(F)c1 | 0% | 8% | -6% | -5.1% | -0.34 | -0.27 | 0.074 | 0.018 | -6% | 7% | -5% | 4%
Cc1ccc(-n2cccn2)cc1 | 0% | 1% | -3% | 2.6% | -0.34 | -0.2 | 0.044 | -0.76 | 5% | -1% | 5% | 2%
C/C=C/C=C\C(=O)Nc1cccc(C2=NOC3(C2)C[C@H](C(N)=O)N(C(=O)CC#N)C3)c1 (stereo partly specified) | 2% | . | -6% | . | -0.5 | -0.8 | -0.21 | -0.099 | 4% | . | -4% | 6%
Cc1c(Cl)cccc1NC(=O)c1cccc(NC(=O)CCC(=O)O)c1 | 7% | -3% | -2% | -1.6% | -0.8 | -0.21 | -0.35 | 0.55 | 6% | -4% | -3% | -3%

Nine entries from above in another layout:
Below each SMILES: P. falciparum M1AAP | PMI inhibitors | LYP phosphatase | XIAP displacement | Dynein transport | Dynein transport cytoplasmic EGFP | Dynein transport nuclear GR-EGFP | Dynein transport cell count | AID2073 | human PMI inhibitors | P. falciparum M17LAP | Siah-1 displacement
> Cc1cccn2cc(-c3cccc(NC(=O)c4cccs4)c3)nc12
→ 4% | 2% | -3% | -1.0% | 0.3 | -0.15 | 0.14 | -0.79 | 22% | 10% | -1% | 2%
> CS(=O)(=O)N1CCN(C(=S)NCc2ccc(Cl)cc2)CC1
→ 3% | -8% | -3% | -2.0% | -0.61 | -0.3 | -0.2 | 0.54 | -8% | 1% | -6% | 11%
> CCC(=O)N(CC(=O)Nc1sc(C)c(C)c1C(N)=O)C1CCCC1
→ 4% | 0% | -3% | -12% | -0.69 | -0.34 | -0.3 | 1.2 | -9% | 9% | -2% | 2%
> COc1ccc(C(=O)Nn2cc3c(c2-c2ccccc2)c(=O)n(C)c(=O)n3C)cc1
→ 10% | 8% | -5% | 35% | -0.34 | -0.23 | -0.4 | -0.66 | -2% | 9% | 5% | 1%
> Cc1cccc(/C(N)=N/OC(=O)CCc2ccccc2)c1
→ 0% | -4% | -2% | -6.5% | 0.4 | -0.25 | -0.011 | 0.86 | 4% | 5% | -6% | 2%
> CCCC[C@@H]1CNC(=S)N1CCc1cccc(F)c1
→ 0% | 8% | -6% | -5.1% | -0.34 | -0.27 | 0.074 | 0.018 | -6% | 7% | -5% | 4%
> Cc1ccc(-n2cccn2)cc1
→ 0% | 1% | -3% | 2.6% | -0.34 | -0.2 | 0.044 | -0.76 | 5% | -1% | 5% | 2%
> C/C=C/C=C\C(=O)Nc1cccc(C2=NOC3(C2)C[C@H](C(N)=O)N(C(=O)CC#N)C3)c1 (stereo partly specified)
→ 2% | . | -6% | . | -0.5 | -0.8 | -0.21 | -0.099 | 4% | . | -4% | 6%
> Cc1c(Cl)cccc1NC(=O)c1cccc(NC(=O)CCC(=O)O)c1
→ 7% | -3% | -2% | -1.6% | -0.8 | -0.21 | -0.35 | 0.55 | 6% | -4% | -3% | -3%

More structures:
SMILES | P. falciparum M1AAP | PMI inhibitors | LYP phosphatase | XIAP displacement | Dynein transport | Dynein transport cytoplasmic EGFP | Dynein transport nuclear GR-EGFP | Dynein transport cell count | AID2073 | human PMI inhibitors | P. falciparum M17LAP | Siah-1 displacement
COC(=O)[C@H](CC(C)C)NC(=O)Nc1ccccc1F | 4% | . | -8% | . | 0.74 | -0.22 | 0.84 | -0.47 | 9% | . | -2% | 1%
COc1ccccc1/C=c1\sc2nc(-c3ccccc3OC)nn2c1=O | 8% | 10% | 4% | -2.7% | -0.41 | 0.075 | 0.24 | -0.94 | 26% | 3% | 17% | -1%
O=S(=O)(NCCc1ccccc1F)c1cccc(S(=O)(=O)N2CCOCC2)c1 | -9% | 14% | 0% | -8.2% | -0.27 | -0.4 | -0.13 | 0.46 | -1% | 11% | -6% | -2%
CC(=O)c1cccc(NC(=O)CN2C(=O)C3C4C=CC(C4)C3C2=O)c1 (stereo unspecified) | 5% | -8% | -13% | -1.7% | 1.2 | -0.41 | 0.27 | -0.013 | -11% | -12% | 32% | -4%
O=c1oc(-c2cccc(S(=O)(=O)N3CCOCC3)c2)nc2ccccc12 | 2% | 2% | -7% | -7.1% | -1.1 | -0.17 | -0.17 | 1.2 | -4% | -5% | 8% | -3%
O=C(O)c1ccc(C(=O)c2ccc3c(c2)C(=O)N(Cc2ccco2)C3=O)cc1 | 9% | 8% | -6% | -6.0% | -1.9 | -0.24 | -0.86 | 2.1 | -1% | 6% | -4% | 0%
COc1ccc(C(C)NC(=O)c2ccc(Br)cc2)cc1OC (stereo unspecified) | 13% | 6% | -7% | -8.4% | -0.13 | -0.28 | 0.0096 | 0.21 | 1% | 1% | -1% | 0%
CC1=NN(c2ccccc2)C(=O)/C1=C/c1cn(C)c2ccccc12 | -1% | . | 3% | . | 0.37 | -0.16 | 0.26 | -0.12 | -7% | . | -6% | 0%
CCOc1ccc(C(=O)c2cc([N+](=O)[O-])ccc2Cl)cc1 | 6% | 2% | -4% | -21% | 0.41 | -0.23 | 0.55 | 0.54 | 2% | 11% | 2% | 1%
CCOc1ccc(C(=O)Nc2cccc(C(=O)O)c2C)cc1Cl | 9% | 3% | -4% | -7.5% | 0.55 | -0.2 | 0.33 | 0.48 | 5% | 48% | 8% | 3%
CCOC(=O)c1ccccc1NS(=O)(=O)c1ccc(OC)cc1 | -7% | 0% | -4% | -3.7% | -0.64 | -0.11 | -0.54 | 0.43 | -4% | 5% | -2% | -5%
COC(=O)c1ccc(NC(=O)CNc2ccccc2)cc1 | 10% | 21% | -8% | -2.1% | -1.6 | -0.36 | -0.92 | 3.8 | 3% | 14% | 1% | 4%
O=S(=O)(Nc1nc2ccccc2nc1Cl)c1ccc2c(c1)OCCO2 | 16% | 0% | -3% | -2.9% | -0.68 | -0.23 | -0.21 | 0.26 | 4% | 8% | 4% | 5%
O=C1Nc2ccccc2C1Cc1ccccc1 (stereo unspecified) | 3% | . | -4% | . | 0.31 | -0.24 | 0.71 | -0.71 | -1% | . | 3% | 0%
COc1ccc(CS(=O)c2nc(C)cc(C)c2S(C)(=O)=O)cc1 (stereo unspecified) | -8% | -15% | 21% | -8.5% | -0.0068 | -0.41 | -0.57 | 0.17 | 0% | -6% | 1% | -5%
CC(C)Nc1ncnc2c1cnn2-c1ccccc1 | 8% | -16% | -7% | -7.0% | -0.61 | -0.18 | -0.27 | -0.39 | 4% | -9% | 21% | 13%
CC(C)N1CCC(N2CCN(CCCn3cccn3)CC2CCO)CC1 (stereo unspecified) | . | 11% | -9% | -2.3% | -0.49 | -0.25 | 0.16 | 0.32 | -7% | 12% | . | 2%
O=C(NNC(=O)c1c(F)cccc1F)c1ccccc1OC(F)(F)F | 11% | . | -3% | . | -0.74 | -0.22 | -0.6 | 1.4 | -3% | . | 9% | -2%
CC(=O)N[C@@H](Cc1ccc(OC(F)(F)F)cc1)C(=O)O | 0% | . | -6% | . | 0.86 | -0.29 | 0.17 | -0.55 | -2% | . | 1% | 5%
